SW480 rereplic: A quantitative high throughput screen for small molecules that induce DNA re-replication in SW480 colon adenocarcinoma cells; SW480 DNA re-replication, Hoechst DNA content imaging, 48 h; Potency, µM (highest dose often 46.1 µM), inactives show at the highest dose re-replication activation, most hits filed as activators; actives 1.8% (n = 340,000); note: % of control where 0% means no effect; nearly all actives have a fitted effect of over 55% in size
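Cells (250 per well) received 23 nL compound or DMSO by pin tool and were kept 48 hr at 37 C, 5% CO2. Nuclei were then stained with Hoechst for 40 min and scanned for DNA content.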
TDP-43 yeast inh: qHTS of TDP-43 Inhibitors; Potency, µM (highest dose often 46.1 µM), without a hit: at the top dose growth rescue (activation), most hits filed as activators; TDP-43 expressing yeast growth rescue, BacTiter-Glo, 24 h; actives 1.8% (n = 410,000); note: % of control where 0% means no effect; nearly all actives have a fitted effect of over 50% in size
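Growth rescue of TDP-43-toxic yeast measured as ATP luminescence (BacTiter-Glo). Cells grown to mid-log in raffinose, induced in galactose at OD600=0.02, exposed to compound 24 hr at 30 deg C.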
GLP-1R inv ag: qHTS of GLP-1 Receptor Inverse Agonists (Inhibition Mode). actives 1.6% (n = 410,000). AID 624417, 2012. HEK293 GLP-1R CRE-luciferase, luminescence, 24 h; GLP-1R form is constitutively active. Glucagon-like peptide 1 receptor (Homo sapiens), P43220. Potency, µM (highest dose often 38.3 µM), inactives show at the top dose activity change, negative = inhibition, usual class: inhibitors; note: % is set by controls: 0 for no effect and ±100 for the full control effect; nearly all actives have a fitted effect of over 55% in size
Target sequence (P43220 whole entry, looked up): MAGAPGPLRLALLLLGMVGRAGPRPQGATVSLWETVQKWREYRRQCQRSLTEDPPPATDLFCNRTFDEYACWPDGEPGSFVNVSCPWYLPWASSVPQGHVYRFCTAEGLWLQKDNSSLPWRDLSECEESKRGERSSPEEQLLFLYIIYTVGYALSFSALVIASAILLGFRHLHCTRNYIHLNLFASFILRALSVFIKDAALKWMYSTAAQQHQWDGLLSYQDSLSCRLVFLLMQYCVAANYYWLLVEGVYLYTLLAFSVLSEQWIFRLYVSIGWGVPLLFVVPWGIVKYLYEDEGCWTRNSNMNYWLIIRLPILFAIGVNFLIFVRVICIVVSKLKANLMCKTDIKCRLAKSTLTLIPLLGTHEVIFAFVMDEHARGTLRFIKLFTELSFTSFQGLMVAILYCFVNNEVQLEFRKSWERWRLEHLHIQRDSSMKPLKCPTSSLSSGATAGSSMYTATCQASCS
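Constitutively active GLP-1R drives a cAMP-responsive luciferase in stably transfected HEK293 cells; test compounds are added after overnight (12 h) attachment and left 24 hr, and signal loss in luminescence marks inhibition.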
HEK293 tox: qHTS of GLP-1 Receptor Inverse Agonists: Cytotox Screen; HEK293 cAMP-luciferase reporter cells, luminescence, 24 h; Potency, µM (titrated, usually from 38.3 µM), without a hit: top-dose activity change, negative = inhibition, most hits filed as inhibitors; actives 0.13% (n = 410,000); AID 624418, 2012;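 note: loss of luciferase light is scored as toxicity; % is set by controls: 0 for no effect and ±100 for the full control effect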
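Quantitative HTS format, 1536 wells, 200 cells/uL seeded. Compounds: 23 nL, 24 h, 37 °C. Detection: luciferase reagent, luminescence at 12 min RT; decreased signal taken as cytotoxic.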
GLP1R ag: qHTS of GLP-1 Receptor Agonists. Potency, µM (top dose mostly 45.6 µM), without a hit: at the top dose activation, usual class: activators. HEK293 GLP-1R CRE-luciferase, luminescence, 4-6 h; cells express a hypersensitive GLP-1R form. AID 624172, 2012. actives 0.007% (n = 380,000); note: % of control where 0% means no effect
KB-3-1 cytotox: qHTS assay for MDR1-selective chemotherapeutics: Primary screen using the parental adenocarcinoma cell KB-3-1; KB-3-1 viability, CellTiter-Glo ATP luminescence, 72 h; Potency, µM (top dose mostly 46.1 µM), for inactives: at the highest dose activity change, negative = cytotoxic, actives largely listed as cytotoxic; actives 1.4% (n = 400,000); AID 1347075, 2019; note: % is set by controls: 0 for no effect and ±100 for the full control effect; nearly all actives have a fitted effect of over 60% in size
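Parental KB-3-1 viability, qHTS format: 72 h compound exposure, 37 °C; CellTiter-Glo; media-only wells and DMSO plates as controls; concentration-effect fits on corrected data.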
HT1080 IDH1KD tx: qHTS for induction of synthetic lethality in tumor cells producing 2HG: qHTS for the HT-1080-IDH1KD cell line; Potency, µM (highest dose often 46.1 µM), for the others: at the top dose activity, negative = toxicity, most hits filed as cytotoxic; HT-1080 IDH1 knockdown viability, ATP luminescence, 48 h; actives 2% (n = 360,000);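 note: 0% = DMSO wells and -100% = cell-free medium wells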
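Viability of IDH1-knockdown HT-1080 fibrosarcoma cells was assessed by CellTiter-Glo after 48 h at 37 °C with titrated compound; concentration-effect curves were classified by fit quality and response size.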
HT1080-NT tox: qHTS for induction of synthetic lethality in tumor cells producing 2HG: qHTS for the HT-1080-NT fibrosarcoma cell line; HT-1080-NT fibrosarcoma viability, CellTiter-Glo ATP luminescence, 48 h; Potency, µM (titrated, usually from 46.1 µM), inactives show at the top dose activity, negative = less viability, actives largely listed as cytotoxic; actives 1.6% (n = 360,000); AID 686970, 2013;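 note: NT is the 2HG producing partner of a matched IDH1 knockdown line; 0% = DMSO-treated cells and -100% = media-only wells without cells; nearly all actives have a fitted effect of over 55% in size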
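A 48-hour cytotoxicity screen used HT-1080-NT cells plated 2 hours before compound delivery. ATP-based CellTiter-Glo luminescence measured viability, normalized to DMSO and no-cell controls.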
KB-V1 MDR tox: qHTS assay for MDR1-selective chemotherapeutics: Primary screen using the drug-selected MDR subline cells KB-V1. Potency, µM (titrated, usually from 46.1 µM), for the others: at the highest dose activity change, negative = cytotoxicity, hits mostly cytotoxic. actives 3.4% (n = 400,000). KB-V1 MDR cells viability, CellTiter-Glo, 72 h; note: % is set by controls: 0 for no effect and ±100 for the full control effect; nearly all actives have a fitted effect of over 60% in size
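Luminescent ATP read-out (CellTiter-Glo, 10 min) measures survival of drug-selected KB-V1 MDR cells after 72 h, 37 degrees C compound exposure. Medium: phenol-red-free DMEM, 10% FBS. Values from fitted concentration-response curves.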
The depositor's hits bear a star; ? = inconclusive; nt = no result given; & = joins results of further samples; [ ] = another dose, or the depositor's remark. Calls come from the whole dose curve; as a rule, active = well fitted curve in the direction sought with a large enough effect; inconclusive = small, poorly fitted or top-dose-only effect, or another doubt; inactive = no such curve, though single readings can be large; an effect the other way counts as inactive or inconclusive. Potency is the fitted concentration of half-maximal effect.

SMILES	SW480 rereplic	TDP-43 yeast inh	GLP-1R inv ag	HEK293 tox	GLP1R ag	KB-3-1 cytotox	HT1080 IDH1KD tx	HT1080-NT tox	KB-V1 MDR tox
COC(=O)c1ccccc1NC(=O)N1CCCC1	1%	-7%	9%	-14%	8%	1%	-11%	7%	?
Cc1ccc(O)c(NC(=O)c2cc(-c3ccccc3O)no2)c1	nt	?	8%	-21%	nt	-4%	nt	nt	11%
CCOC(=O)[C@H]1[C@H]2COc3ccccc3[C@@H]2N2C(=O)[C@@H](CO)NC(=O)[C@@]12C	-11%	3%	-5%	1%	-3%	7%	-2%	0%	-3%
CN(CCO)c1ccc(-c2nn(C)c(=O)c3ccccc23)cc1[N+](=O)[O-]	-23%	8%	30%	-18%	23%	-6%	-1%	1%	?
CC(C)NS(=O)(=O)c1ccc(OCC(=O)NC(C)c2ccccc2)cc1 (centres undefined)	-38%[inhibitor]	0%	4%	4%	-5%	-8%	2%	1%	-4%
CN(C)CCNC(=O)c1cccc(-c2cnc3c(NC=O)cc(-c4cccs4)cn23)c1	nt	28%	7%	3%	17%	-30%	?	?	-6%
O=C(O)c1ccccc1-c1csc(-c2ccccc2)n1	-6%	?	12%	8%	6%	-8%	?	17%	22%
CCOC(=O)c1c(-c2ccc(C)c(C)c2)csc1NC(=O)C1CC=CCC1C(=O)O (centres undefined)	-5%	5%	?	-5%	3%	-11%	-17%	-20%	2%
O=S(=O)(CCN1C=CC(C(F)(F)F)=NCC1)c1ccc(Cl)cc1Cl	-9%	-15%	-4%	3%	23%	-1%	1%	-2%	2%
CN(C)S(=O)(=O)c1ccc(Cl)c(NC(=O)CNC2(C)CCS(=O)(=O)C2)c1 (centres undefined)	-8%	4%	8%	-10%	5%	9%	14%	6%	?

Fetched one by one from above (2):
SMILES	SW480 rereplic	TDP-43 yeast inh	GLP-1R inv ag	HEK293 tox	GLP1R ag	KB-3-1 cytotox	HT1080 IDH1KD tx	HT1080-NT tox	KB-V1 MDR tox
Cc1ccc(O)c(NC(=O)c2cc(-c3ccccc3O)no2)c1	nt	?	8%	-21%	nt	-4%	nt	nt	11%
CN(C)S(=O)(=O)c1ccc(Cl)c(NC(=O)CNC2(C)CCS(=O)(=O)C2)c1 (centres undefined)	-8%	4%	8%	-10%	5%	9%	14%	6%	?

Individual results from the entries so far.
`O=C(O)c1ccccc1-c1csc(-c2ccccc2)n1` – KB-V1 MDR tox: 22%
`CN(C)S(=O)(=O)c1ccc(Cl)c(NC(=O)CNC2(C)CCS(=O)(=O)C2)c1` (centres undefined) – GLP-1R inv ag: 8%
`Cc1ccc(O)c(NC(=O)c2cc(-c3ccccc3O)no2)c1` – GLP-1R inv ag: 8%
`O=S(=O)(CCN1C=CC(C(F)(F)F)=NCC1)c1ccc(Cl)cc1Cl` – HT1080-NT tox: -2%
`CN(C)CCNC(=O)c1cccc(-c2cnc3c(NC=O)cc(-c4cccs4)cn23)c1` – HEK293 tox: 3%
`COC(=O)c1ccccc1NC(=O)N1CCCC1` – TDP-43 yeast inh: -7%

Next section.
SMILES	SW480 rereplic	TDP-43 yeast inh	GLP-1R inv ag	HEK293 tox	GLP1R ag	KB-3-1 cytotox	HT1080 IDH1KD tx	HT1080-NT tox	KB-V1 MDR tox
CC1CCc2nc3ccc(S(=O)(=O)N4CCC(C(=O)N5CCCCCC5)CC4)cc3c(C(=O)O)c2C1 (centres undefined)	?	20%	23%	16%	-4%	7%	1%	-6%	-7%
CCOC(=O)c1cnn(-c2nc(C)cc(C)n2)c1N	-1%	-17%	38%[activator]	1%	1%	-9%	11%	16%	-13%
O=S(=O)(Nc1cccc2ccccc12)c1cccs1	-6%	-2%	-30%	-3%	-3%	17%	-1%	2%	18%
CCOC(=O)C(NC(=O)NCc1cccc(C(F)(F)F)c1)(OCC)C(F)(F)F (centres undefined)	-9%	11%	-19%	-7%	-1%	1%	7%	5%	13%
Cc1ccc(C)c(N2CCN(C(=O)Cn3cccc3)CC2)c1	10%	-13%	-3%	-14%	-8%	?	-1%	10%	-28%
Cc1sc(NC(=O)Cc2ccc3c(c2)OCO3)nc1-c1ccc2c(c1)CCN2C(=O)c1ccccc1F	2%	-4%	?	-9%	-9%	?	?	-10%	?
C[C@@H]1OC(C2CCCCC2)N(C)[C@H]2C[C@H]3c4[nH]c5ccccc5c4CCN3C[C@@H]12 (some centres undefined)	nt	5%	?	6%	0%	0%	-12%	-8%	18%
CSc1cccc(NC(=O)CN(C2CCCCC2)S(C)(=O)=O)c1	1%[9.22 µM]	-14%	-25%	-1%	-10%	-13%	13%	3%	-14%
CSc1cccc(NC(=O)CN(c2ccccc2)S(=O)(=O)N(C)C)c1	1%	9%&0%	-8%&0%	2%&2%	-5%&-6%	?	?	-4%	?
CCc1cnc2c(c1SCc1c(F)cccc1Cl)c(=O)n(C)c(=O)n2C	nt	-5%	9%	4%	nt	3%	nt	nt	-4%
COc1ccc(-n2nc3c(c2NC(=O)c2cc4ccccc4o2)CS(=O)(=O)C3)cc1	?	14%	11%	15%	7%	?	1%	3%	?
CCOCc1nnc(NC(=O)c2c(-c3ccccc3)noc2C)s1	-7%	-8%	2%	23%	-4%	5%	-4%	-2%	-26%
COc1cccc(/C=C2\SC(=S)N(CCCC(=O)Nc3cc(C)on3)C2=O)c1	2%	-16%	15%	-11%	6%	10%	4%	-1%	?
CNc1ncc(C(=O)C(C)(C)C)s1	-8%	6%	-3%	-13%	8%	21%	0%	13%	23%
CCOc1ccccc1N1CCN(C(=O)NCc2ccc(C)cc2)CC1	-5%	-16%	?	-1%	3%	1%	14%	1%	?
CCCN1C2CCCC1CC(NC(=O)c1ccccc1F)C2 (centres undefined)	-6%	3%	9%	9%	-7%	-1%	8%	2%	-22%
CCCOC(=O)C1=C(C)NC(=O)NC1c1ccc(Br)s1 (centres undefined)	0%	0%	?	11%	5%	2%	-14%	-12%	?
CCNC(=O)C1CC(=O)N(Cc2ccc3c(c2)OCO3)C(=Nc2ccc(OCC)cc2)S1 (centres undefined)	2%	-6%	-24%	-10%	0%	14%	-18%	-2%	19%
O=C(COC(=O)c1ccccc1NC(=O)c1ccco1)NC1CCS(=O)(=O)C1 (centres undefined)	-4%	18%	7%	5%	6%	-3%	17%	0%	0%
Cc1nn(C)c(Cl)c1CN1CCN(C2CCCCC2)C(CCO)C1 (centres undefined)	-5%	9%	-19%	-2%	-2%	4%	1%	5%	22%
NS(=O)(=O)c1ccc(N2CCN(C(=O)c3ccco3)CC2)nc1	-11%	5%	2%	0%	-1%	1%	-2%	8%	12%
Cc1csc(NC(=O)C2CCC(C)(C(=O)O)C2(C)C)n1 (centres undefined)	8%	-14%	6%	-9%	-4%	1%	18%	8%	12%
Cc1ccc(NC(=O)CN2CCN(Cc3ccccc3)CC2)cc1F	-20%	2%	?	-11%	13%	-1%	-2%	-26%	0%
O=C(NNC(=O)C1CC(c2cccs2)=NO1)NC1CCCCC1 (centres undefined)	2%	-14%	12%	0%	-1%	0%	10%	0%	2%
Cc1nc2cc(NS(=O)(=O)c3cccc4cccnc34)ccc2s1	-115%[inhibitor]	13%	4%	1%	3%	?	-21%	-1%	?
CC(C)N(CCNC(=O)c1ccc(NC2=NC3CS(=O)(=O)CC3S2)cc1)Cc1ccco1 (centres undefined)	-9%	19%	4%	17%	-1%	?	11%	15%	24%
C/C(=N\NC(=S)NC1CCCCC1)c1c(F)cccc1F	-10%	-8%[9.22 µM]	4µM*	?	18%	-21%	-27%	-3%	0%
Cc1ccc(F)cc1NC(=O)c1sc2ncn(CC(=O)N3CCN(c4ccccn4)CC3)c(=O)c2c1C	9%	7%	3%	4%	3%	-3%	0%	0%	-18%
CN(C)c1ccc(/C=N/c2cc(-c3ccccc3)nn2-c2ccccc2)cc1	8%	29%	0%	4%	-6%	-10%	2%	0%	?
N=c1c2c(-c3ccccc3)c(-c3ccccc3)n(Cc3ccco3)c2ncn1Cc1ccco1	2%	0%	8.9µM*	?	-19%	16µM*	21µM*	16µM*	?
CC(C)c1ccc2c(c1)CCC1C(C)(CN)CCCC21C (centres undefined)	3.3µM*	-28%	5.6µM*	?	1%	21µM*	21µM*	?	?
COCCc1nc2ccc(C(=O)N(C)Cc3cccc(-n4cccn4)c3)cc2o1	6%	?	8%	5%	-6%	nt	2%	0%	nt
CC(=O)Nc1cc2c(cc1Br)OCCO2	-1%	-4%	3%	19%	1%	17%	7%	8%	2%
COc1ccccc1CNC(=S)NCc1ccc(Cl)cc1	-18%	30%	10µM*	-28%	-3%	12%	-6%	-1%	16%
Cc1ccccc1-c1nc2ccc(Cl)cc2c(=O)n1O	-8%	-7%	9%	3%	-4%	-6%	-10%	-13%	-2%
CCCCN(C(=O)CSCC(=O)Nc1ccc(C)cc1)c1c(N)n(Cc2ccccc2)c(=O)[nH]c1=O	4%	-7%	9%	3%	0%	0%	-5%	-1%	3%
Cc1ccc(OCCNC(=O)CCC(=O)N2CCOCC2)cc1	-13%	-28%	-3%	-9%	1%	15%	8%	11%	20%
COc1ccc(CN2CCCC(C(=O)c3ccc(Cl)cc3)C2)cc1Cn1cccn1 (centres undefined)	?	-11%	?	?	15%	0%	?	?	-12%
CCN(CC)CCCNC(=O)c1cn(CC(C)C)c(=O)c2c1c1ccccc1n2C	24%	-3%&15%	?	-4%&0%	26%	12%&-4%	5%	2%	17%&12%
O=C(Nc1ncc2c(n1)CC(c1ccco1)CC2=O)c1ccc(Cl)cc1 (centres undefined)	-1%	1%	-1%	17%	4%	30%	-20%	-3%	?
CCN(CC)S(=O)(=O)c1ccc(NC(=O)c2ccccn2)cc1	-3%	3%	19%	5%	6%	-5%	0%	-2%	-24%

From PubChem
